sdo1 growth: compounds rescuing growth of sdo1-depleted yeast, bone marrow failure model | S. cerevisiae sdo1-depleted JHY4D growth rescue, OD600 30 h; active compounds read high; pdr5 snq2 efflux-pump mutant strain | z-score at 10 µM | 140,000 compounds, 0.21% hits;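 active = z-score above 3 at both the 24 hr and the 30 hr optical density reads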;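 also: z-score against mean and SD of all compound wells on the same plate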
INS promoter inh: TRM-6 insulin promoter activity inhibition; TRM-6 cells (human fetal islet line), insulin promoter-eGFP reporter, imaging; reporter expression induced with tamoxifen; inhibition, % at 2 µM; 130,000 compounds, 0.9% hits;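 active = inhibition above the mean plus 3 SD, with well images judged a real hit on visual review, cut at about 60% in these data, passing the limit was not always enough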
sdo1 growth Rescue 24 h: also measured in sdo1 growth; calls as there; z-score; S. cerevisiae sdo1-depleted JHY4D growth rescue, OD600; measured here: growth rescue at 24 h;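 0 is the plate mean of compound wells and units are plate SD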
* = called active by the depositor; . = no result given.

SMILES | sdo1 growth | sdo1 growth Rescue 24 h | INS promoter inh
Cc1cccc(N=C2NC(=O)/C(=C/C=C/c3ccco3)S2)c1 | -0.9 | -1.3 | 3
COc1ccccc1-c1cc(C(F)(F)F)nc(S(=O)(=O)CCCC(=O)NC(C)C)n1 | 0.63 | 0.81 | .
CSc1nc2c(c(=O)n1-c1ccc(C)cc1)SCC2 | -0.48 | -0.68 | -22
CCC(=O)Nc1ccc(C(=O)CSc2nc3ccccc3[nH]2)cc1 | -0.19 | 0.95 | 60*
Cc1cccc2cc(CN(Cc3nnnn3Cc3ccccc3)C3CCCC3)c(=O)[nH]c12 | -2.2 | -0.52 | 66
C=CCSc1nc2c(cc1C#N)CCC2 | 0.74 | 0.48 | 30
COc1ccc(C2CC23N=C(c2ccccc2)OC3=O)cc1 (stereo unspecified) | -0.57 | 0.14 | 33
CCCOC(=O)c1c(NC(=O)CCCn2nc([N+](=O)[O-])c(Cl)c2C)sc(C(=O)OC)c1C | -0.72 | -0.09 | 13
Cn1cc(Cl)c(C(=O)OCC(=O)Nc2ccccc2)n1 | -0.18 | -0.88 | 22
Nc1c2c(nc3ccccc13)N(c1ccccc1)CC2 | 2 | 2.3 | .
CCCn1c(N)c(N2CCCCC2)c(=O)n(CC(=O)Nc2ccccc2)c1=O | 0.32 | -0.51 | -41
CCc1cccc(CC)c1NC(=O)CSc1nc2ccc(N3C(=O)C4C(C3=O)[C@H]3C=C[C@@H]4C3)cc2s1 (stereo partly specified) | -0.18 | -0.55 | .
O=C(Nc1ccc(Br)cc1)c1ccc(F)c(S(=O)(=O)N2CCN(c3ccccn3)CC2)c1 | . | . | 50
CC(=O)Nc1ccc(S(=O)(=O)NNC2=NS(=O)(=O)c3ccccc32)cc1 | . | . | -57
CC1CC(C)(C)NCCNC(C)CC(C)(C)NCCN1 (stereo unspecified) | -0.01 | 0.23 | .
O=C(CSc1nnc(-c2ccc(F)cc2)c2ccccc12)Nc1ccccc1 | -1.2 | -0.87 | 7
COC(=O)c1cc2sc(Cl)cc2n1CC(=O)Nc1ccc(OC)c(OC)c1OC | -0.95 | -0.06 | .
CCC(=O)Nc1ccccc1C(=O)N1CCN(Cc2ccccc2)CC1 | -0.92 | -1.7 | .
Cn1c(=O)c2c(nc(CN3CCN(c4ccccc4F)CC3)n2CCCc2ccccc2)n(C)c1=O | . | . | -128
Cc1ccc(N(CC(=O)NCC2CCCO2)S(C)(=O)=O)cc1Cl (stereo unspecified) | 0.77 | 0.42 | -55
O=C(CCSc1ccccn1)c1ccccc1 | . | . | -22
O=C(O)CNc1nc(-c2ccccc2)nc2ccccc12 | 0.57 | 0.41 | -16
COc1cccc(Nc2ncccc2C(=O)O)c1 | 0.48 | 0.51 | .
CCOc1ccccc1NC(=O)c1cccc(S(=O)(=O)N(Cc2ccccc2)c2ccccc2OC)c1 | 0.4 | 0.05 | 13

Structures shown so far that contain an aryl methoxy group (five):
SMILES | sdo1 growth | sdo1 growth Rescue 24 h | INS promoter inh
COc1ccccc1-c1cc(C(F)(F)F)nc(S(=O)(=O)CCCC(=O)NC(C)C)n1 | 0.63 | 0.81 | .
COc1ccc(C2CC23N=C(c2ccccc2)OC3=O)cc1 (stereo unspecified) | -0.57 | 0.14 | 33
COC(=O)c1cc2sc(Cl)cc2n1CC(=O)Nc1ccc(OC)c(OC)c1OC | -0.95 | -0.06 | .
COc1cccc(Nc2ncccc2C(=O)O)c1 | 0.48 | 0.51 | .
CCOc1ccccc1NC(=O)c1cccc(S(=O)(=O)N(Cc2ccccc2)c2ccccc2OC)c1 | 0.4 | 0.05 | 13

Remaining list, next part.
SMILES | sdo1 growth | sdo1 growth Rescue 24 h | INS promoter inh
O=C(Nc1ccccc1Cl)N(Cc1nc2ccccc2c(=O)[nH]1)Cc1cccs1 | -1.1 | -0.29 | -11
Cc1nnc(NC(=O)c2csc3c2CCC(C)C3)s1 (stereo unspecified) | . | . | -15
O=C(Nc1sc2c(c1C(=O)NCC1CCCO1)CCCC2)c1cccs1 (stereo unspecified) | -2.5 | -1.7 | 29
CCN(CC)CCN1C(=O)C(=O)/C(=C(/O)c2ccncc2)C1c1ccccc1 (stereo unspecified) | 0.29 | 0.53 | -21
CCOC(=O)C1=C(CSCc2ccccc2)NC(=O)NC1c1cc(C)ccc1C (stereo unspecified) | -0.92 | -0.28 | 7
NC(=O)CSc1nnc(-c2ccc(S(=O)(=O)N3CCOCC3)cc2)n1CC1CCCO1 (stereo unspecified) | 1.1 | 0.89 | -24
Clc1ccccc1CSc1nncn1NC/C=C/c1ccccc1 | -1.4 | -0.9 | .
CCC(=O)Nc1cccc(C(=O)/C=C/c2cccs2)c1 | . | . | 43
COC(=O)c1ccccc1S(=O)(=O)N1Cc2cc([N+](=O)[O-])ccc2Oc2ccccc21 | -1.4 | -0.66 | 0
COc1ccc(N(C(=O)Cn2nnc(-c3ccc(Cl)cc3)n2)C(C(=O)NCC2CCCO2)c2ccncc2)cc1 (stereo unspecified) | . | . | -29
Cn1c(CCc2ccccc2)nnc1SCC(=O)N1CCCC1 | 0.22 | -0.33 | -53
Cc1occc1C(=O)NNC(=S)NCc1ccc(Cl)cc1 | . | . | -33
N#C/C(=C/c1ccc(OCc2ccc(C(=O)O)cc2)c(Br)c1)c1cccc(F)c1 | . | . | 20
Cc1nnc(NC(=O)CCC(=O)N2CCC(C)CC2)s1 | -0.76 | -1.3 | 59
Cc1cc(C)c2[nH]c(=O)c(CN(Cc3ccco3)C(=O)C3CCCO3)cc2c1 (stereo unspecified) | 1.2 | 0.5 | -6
CCOC(=O)NC(NC(=O)OCC)C(=O)c1ccc(F)cc1 | 0.52 | -0.17 | 15
CC1(O)c2ccccc2C(=O)N1Cc1ccccc1 (stereo unspecified) | -0.05 | -0.14 | .
CC1CCN(S(=O)(=O)c2ccc(NC(=O)CSc3nnnn3C)cc2)CC1 | 0.98 | 1.1 | 63
O=C(O)C1CCCN1C(=O)Nc1ccc(Cl)cc1 (stereo unspecified) | 1.2 | -0.11 | 50
CS(=O)(=O)N1CCN(c2ncccn2)CC1 | 0.19 | -0.87 | 83*
CCOC(=O)CNC(=O)CSc1nnc(Cn2c(=O)sc3ccccc32)n1-c1ccccc1C | 0.19 | -0.3 | .
CCc1nnc(NC(=O)C2CCCN(c3nc(C)cc(C)n3)C2)s1 (stereo unspecified) | -0.6 | -0.83 | .
CN1CC(=O)NC1=NC(=O)c1cc(F)c(F)cc1Cl | 0.93 | 1.4 | .
Cc1ccc(N(C(C)C(=O)Nc2ccc(S(=O)(=O)N3CCOCC3)cc2)S(C)(=O)=O)cc1 (stereo unspecified) | 0.65 | 1.2 | -6

Random excerpt: 4 records from the list, in no set order.
SMILES | sdo1 growth | sdo1 growth Rescue 24 h | INS promoter inh
CS(=O)(=O)N1CCN(c2ncccn2)CC1 | 0.19 | -0.87 | 83*
CC1(O)c2ccccc2C(=O)N1Cc1ccccc1 (stereo unspecified) | -0.05 | -0.14 | .
CC1CCN(S(=O)(=O)c2ccc(NC(=O)CSc3nnnn3C)cc2)CC1 | 0.98 | 1.1 | 63
Cc1ccc(N(C(C)C(=O)Nc2ccc(S(=O)(=O)N3CCOCC3)cc2)S(C)(=O)=O)cc1 (stereo unspecified) | 0.65 | 1.2 | -6

Additional compounds.
SMILES | sdo1 growth | sdo1 growth Rescue 24 h | INS promoter inh
Cc1cc(C)cc(N(C(=O)C(F)(F)F)C(C(=O)NC2CCCCC2)c2cccs2)c1 (stereo unspecified) | 1.2 | 0.58 | -18
O=C(O)c1cc(=O)c2cc(Cl)ccc2o1 | -0.46 | -0.59 | -6
CCOC(=O)c1cccc(NC(=O)CSc2nnc(-c3ccoc3C)n2CCOC)c1 | 0.21 | 0.33 | -89
COc1cccc(N2CC(C(=O)Nc3ccc(C(=O)OC(C)C)cc3)CC2=O)c1 (stereo unspecified) | -0.91 | -0.58 | -2
Cc1ccc(N2C(=O)C3C4CC(=O)C(c5ccccc54)C3C2=O)cc1 (stereo unspecified) | 0.34 | -0.23 | -3
O=C(CN1CCOCC1)Nc1ncc(Cc2ccccc2Cl)s1 | -0.43 | -0.02 | 52
COc1ccc(Cl)cc1NC(=O)c1ocnc1C | -0.55 | -0.58 | 21
CC(=O)c1ccc(-c2ccc(C(=O)N3CCN(c4ccc(F)cc4)CC3)o2)cc1 | . | . | -17
O=C(COc1ccccc1Cl)N1CCN(c2ccc([N+](=O)[O-])c(N3CCOCC3)c2)CC1 | -0.77 | -0.98 | 17
CN(C)CC(O)COc1cc2ccccc2cc1C(=O)N1CCCCC1 (stereo unspecified) | 1.2 | 1.8 | 14
CS(=O)(=O)N1CCc2cc(C(=O)Nc3ccccc3)ccc21 | . | . | 44
O=C(O)/C=C/C(=O)NC1CC1 | . | . | 36

Whole records, quoted from the list. Screens in order: sdo1 growth | sdo1 growth Rescue 24 h | INS promoter inh
CCCOC(=O)c1c(NC(=O)CCCn2nc([N+](=O)[O-])c(Cl)c2C)sc(C(=O)OC)c1C across the screens: -0.72 | -0.09 | 13
O=C(COc1ccccc1Cl)N1CCN(c2ccc([N+](=O)[O-])c(N3CCOCC3)c2)CC1 across the screens: -0.77 | -0.98 | 17
CN1CC(=O)NC1=NC(=O)c1cc(F)c(F)cc1Cl across the screens: 0.93 | 1.4 | .
CC1CCN(S(=O)(=O)c2ccc(NC(=O)CSc3nnnn3C)cc2)CC1 across the screens: 0.98 | 1.1 | 63
COc1ccc(N(C(=O)Cn2nnc(-c3ccc(Cl)cc3)n2)C(C(=O)NCC2CCCO2)c2ccncc2)cc1 (stereo unspecified) across the screens: . | . | -29

Following part
SMILES | sdo1 growth | sdo1 growth Rescue 24 h | INS promoter inh
C#CCSc1ncc(S(=O)(=O)c2ccccc2)c(=O)[nH]1 | . | . | -100
O=C(CSc1nncs1)N1c2ccccc2Sc2ccccc21 | -1.2 | 0.13 | 8
O=C(c1cc(C2CC2)on1)N1CCOCC1 | 0.87 | 1.1 | .
O=c1c(Cc2ccc(F)cc2)c(O)ccn1CCCN1CCOCC1 | . | . | 15
O=C(O)CC(CNS(=O)(=O)c1ccccc1)c1ccccc1 (stereo unspecified) | 2 | 1.9 | .
COc1ccc(C(=O)C2CCCN(C(=O)c3cc(C)nc(C)n3)C2)cc1OC (stereo unspecified) | . | . | 11
CCOC(=O)N1CCN(CC(O)COC2CC(C)CCC2C(C)C)CC1 (stereo unspecified) | 1 | 0.11 | -400
O=C(c1ccco1)N1CCN(C(=O)c2ccc(COc3ccc(F)cc3)o2)CC1 | -0.31 | 0.36 | .
CCOc1ccc(NC(=S)NCC(c2cccnc2)N2CCOCC2)cc1 (stereo unspecified) | . | . | 7
O=C(NC(NC(=S)Nc1c(Cl)cccc1Cl)C(Cl)(Cl)Cl)c1cccc([N+](=O)[O-])c1 (stereo unspecified) | 0.02 | -0.6 | -63
CCOC(=O)c1cc(-c2cccs2)nn1CCC#N | 0.12 | 0.23 | 25
Nc1ncc(-c2cc3ccccc3oc2=O)s1 | -0.03 | -0.41 | .
Cc1nc(SCc2ccccc2)c(C(F)(F)F)c(=O)[nH]1 | 1.4 | 1.6 | 0
CCCCCCC(=O)Nc1nc(C)c(-c2csc(Nc3cc(Cl)ccc3OC)n2)s1 | 0.66 | 0.47 | -40
COc1ccc(C(=O)c2ccc(N3CCN(C4CC(=O)NC4=O)CC3)cc2)cc1F (stereo unspecified) | 1.8 | 2.8 | -24
Cc1ccc2nc(-c3ccccn3)cc(C(=O)NC3CCN(C)CC3)c2c1 | 1.5 | 1.5 | 0
CC(=O)Nc1ccccc1C(=O)C(=O)Nc1cccc(C(=O)NCC2CCCO2)c1 (stereo unspecified) | . | . | -41
COCC(C)OC(=O)c1c(N)n(CC(C)C)c2nc3ccccc3nc12 (stereo unspecified) | 0.96 | 2 | -17
Cc1cc(C)cc(C(=O)Oc2coc(CSc3nnc(NC(=O)C4CC4)s3)cc2=O)c1 | -0.26 | -0.35 | .
CCNC(=O)C/C(C)=N/NC(=O)C1CCCCC1 | 0.84 | 0.93 | .
COc1ccc(/C=N/NC(=O)Cc2ccc(Cl)cc2)cc1OC | . | . | 15
CCn1cc(C(C)(C)C)c(C#N)c1NC(C)=O | 0.62 | 0.53 | -36
O=S(=O)(CCc1ccccc1)/N=C/c1cccs1 | 0.63 | 0.03 | 4
Cc1c(NC(=O)COC(=O)c2ccc[nH]c2=O)c(=O)n(-c2ccccc2)n1C | 1.4 | 0.83 | .
CC(=O)c1cc(-c2ccc(F)cc2)n(CCC(=O)Nc2cccc(C)n2)c1C | . | . | -100
COc1ccc(-c2cc3ncc(-c4ccccc4)c(N)n3n2)cc1 | . | . | 5
CC(=O)Nc1cccc(Oc2ccc(-c3noc(C)n3)cc2)c1 | -1 | -1.1 | 0
O=c1c2ccccc2nc(SCc2nc3ccccc3s2)n1Cc1ccco1 | -1.6 | -0.34 | -210
O=C(Cc1ccccc1[N+](=O)[O-])Nc1ccc2c(c1)OCCO2 | 0.67 | 0.25 | .
CCN(CC)CCCC(C)NC1=NCCCCC1 (stereo unspecified) | 1.6 | 2.1 | 27
Cc1ccc(C(=O)OCc2cn3ccccc3n2)cc1 | 0.18 | 1.1 | .
CCOCCCN1C(=O)CN(C2CCCCC2)C(=O)C1c1ccc(OC)c(OC)c1 (stereo unspecified) | -0.15 | -0.58 | .
CCSCCNC(=O)c1cc(-n2cnnc2)ccc1Cl | 0.1 | 0 | -23
COc1ccc(-c2csc(NC3=NCCCCC3)n2)cc1 | -0.66 | -1.5 | 24
CC(=O)Nc1ccc(S(=O)(=O)Nc2nnc(C3CCCCC3)s2)cc1 | 0.78 | 0.32 | .
CC(C)CC(=O)Nc1ccccc1N1CCCC1 | 1.6 | 2.1 | .
Cc1ccccc1-n1c(SCC(=O)Nc2ccc3c(c2)OCO3)nnc1-c1ccccn1 | -0.69 | -0.3 | -67
CCCOc1c(OC)cccc1C1CC(=O)Nc2cc(OC)c(OC)c(OC)c21 (stereo unspecified) | -0.82 | -1.6 | 24
COc1ccccc1OCc1nnc(SCC(=O)NCc2ccco2)n1-c1ccccc1 | 0.19 | -0.42 | 38
